Screens deposited in PubChem by several laboratories.
SKN-1 inh: blocks SKN-1 activity in C. elegans; C. elegans VP596 Pgst-4::GFP/RFP ratio, acrylamide-induced, 24 h; inhibition, % at 21.8 µM; 360,000 tested, 0.49% active; AID 624304;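 active = interference check ratio from 0.5 to 1.5 plus GFP to RFP signal ratio inhibition reaching or exceeding a fixed threshold, cut at about 30% in these data, passing the limit was not always enough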; also: some compounds called inactive have numbers as strong as hits
CSN deneddyl inh: CSN deneddylation inhibition | Q92905 | Purified CSN, SCF-Nedd8-OG deneddylation, fluorescence polarization | inhibition, % at 12.5 µM | 360,000 tested, 0.38% active;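 active = pattern-corrected inhibition above about 35%, with an unprinted fluorescence ratio check between 0.5 and 1.5, limit read from the data, passing the limit was not always enough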;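 also: 0% = enzyme with substrate and 100% = substrate without enzyme; some results filed as inactive read as strong as hits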
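Assay system: Purified human Csn5 enzyme expressed in HEK293T cells | Amount: Enzyme 0.24 nM | Measured by: Fluorescence polarization readout | Medium: Tris/NaCl/DTT buffer, pH 7.5 | Compound dosing: One concentration, 12.5 µM, 0.25% DMSO | Times: 90 min incubation of compound, enzyme and substrate at room temperature | Control set: no-enzyme wells high, enzyme-with-substrate wells low | Read-out: % inhibition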
FAS-TE inh: inhibitors of human fatty acid synthase thioesterase domain | 360,000 tested, 0.67% active | recombinant FAS-TE, OMFH fluorogenic substrate, fluorescence endpoint | AID 602261 | P49327 | inhibition, % at 15 µM;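 active = compounds whose normalised, plate-corrected inhibition of enzyme fluorescence in the single-dose primary screen is 50% or more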;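 also: 0% = DMSO with enzyme and 100% = substrate without enzyme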
Rpn11 block: inhibitors of human proteasome Rpn11; O00487; calls only at 20 µM; human 26S proteasome, Ub4-pepOG fluorescence polarization; 20S core pre-blocked with epoxomicin; 360,000 tested, 0.59% active;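 active = inhibition at 20 µM, scaled to each plate's controls, above about 33%, limit read from the data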
Target sequence (O00487 whole entry, looked up): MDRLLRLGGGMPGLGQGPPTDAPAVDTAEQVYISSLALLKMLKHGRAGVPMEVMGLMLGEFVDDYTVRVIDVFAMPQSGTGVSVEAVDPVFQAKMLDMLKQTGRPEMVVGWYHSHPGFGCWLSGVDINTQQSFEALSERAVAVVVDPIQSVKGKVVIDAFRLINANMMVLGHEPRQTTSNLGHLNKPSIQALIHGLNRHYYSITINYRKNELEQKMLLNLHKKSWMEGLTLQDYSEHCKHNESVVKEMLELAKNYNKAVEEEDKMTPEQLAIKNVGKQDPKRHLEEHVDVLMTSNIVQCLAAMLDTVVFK
Neddyl block: inhibitors of human cullin neddylation; P61081+Q13564; TR-FRET cullin neddylation, biochemical; calls only at 25 µM; AID 651699; 360,000 tested, 0.58% active; in the data active = inhibition above about 36%
Target sequence (P61081 whole entry, looked up): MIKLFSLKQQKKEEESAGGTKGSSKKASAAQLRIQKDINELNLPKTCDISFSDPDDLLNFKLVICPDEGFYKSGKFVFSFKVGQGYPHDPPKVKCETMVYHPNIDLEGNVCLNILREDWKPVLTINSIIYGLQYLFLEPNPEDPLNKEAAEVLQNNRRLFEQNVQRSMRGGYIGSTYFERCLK
Target sequence (Q13564 whole entry, looked up): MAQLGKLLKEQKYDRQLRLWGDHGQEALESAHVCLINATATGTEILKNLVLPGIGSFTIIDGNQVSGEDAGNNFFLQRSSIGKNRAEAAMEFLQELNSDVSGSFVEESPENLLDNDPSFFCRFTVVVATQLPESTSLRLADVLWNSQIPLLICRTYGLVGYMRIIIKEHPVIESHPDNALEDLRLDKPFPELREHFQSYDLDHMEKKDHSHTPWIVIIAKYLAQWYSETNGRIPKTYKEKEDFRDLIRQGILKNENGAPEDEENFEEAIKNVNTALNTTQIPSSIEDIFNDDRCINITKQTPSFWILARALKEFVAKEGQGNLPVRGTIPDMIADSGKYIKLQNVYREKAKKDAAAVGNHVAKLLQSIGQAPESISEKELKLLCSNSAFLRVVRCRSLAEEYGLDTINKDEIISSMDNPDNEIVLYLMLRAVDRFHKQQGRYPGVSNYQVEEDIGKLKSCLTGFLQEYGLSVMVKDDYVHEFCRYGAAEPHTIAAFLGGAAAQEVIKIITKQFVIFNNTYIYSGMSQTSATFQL
Rin1 Abl inh: inhibitors of human Rin1-Abl protein interaction | P00519+Q13671 | TR-FRET Rin1/Abl binding, biochemical | inhibition, % at 7.35 µM | 360,000 tested, 0.4% active | AID 588664; in the data active = inhibition above about 5%, passing the limit was not always enough
NadD block: NadD (S. aureus) enzyme inhibition | purified NadD enzyme, colorimetric absorbance read-out | inhibition, % at 20 µM | 360,000 tested, 0.78% active; in the data active = inhibition above about 26%; also: some compounds past the cut are filed as inactive
MT1-MMP act inh: blocks activation of human MT1-MMP; GFP/RFP ratio change, % at 20 µM; AID 651647; 360,000 tested, 0.061% active; HT1080 RFP-PRO-GFP cells, GFP/RFP ratio fluorescence, overnight; percent of plate control window, DMSO zero; P50281;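 active = GFP/RFP ratio change of at least 30% with cell ATP level not reduced by more than half and red fluorescence within 50% of control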; also: strong numbers were not always called active
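system = RFP-PRO-GFP reporter HT1080 cells | dosing = 20 µM single dose, 1% DMSO | timing = overnight cell settling, then overnight compound exposure, 37 °C, 5% CO2 | read-out basis = GFP/RFP fluorescence ratio | controls = DMSO and RFP-L50D-GFP cell wells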
MLLE-PAM2 inh: blocks PAM2 peptide binding to the PABP1 MLLE domain. GST-MLLE / FITC-PAM2 fluorescence polarization. inhibition, % at 20 µM. 360,000 tested, 0.36% active. AID 588489; in the data active = inhibition above about 35%, passing the limit was not always enough;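 also: plate controls were DMSO wells with GST-MLLE for no effect and wells lacking GST-MLLE protein for full effect; some results filed as inactive read as strong as hits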
The depositor's hits bear a star; i = inactive; . = not tested or not shown; + = active, no number.

| structure | SKN-1 inh | Rin1 Abl inh | Rpn11 block | CSN deneddyl inh | NadD block | FAS-TE inh | MLLE-PAM2 inh | MT1-MMP act inh | Neddyl block |
| --- | --- | --- | --- | --- | --- | --- | --- | --- | --- |
| CC1(C)OC2CC3C4CC=C5CC(O)CCC5(C)C4CCC3(C)C2(C(=O)CO)O1 (stereo not given) | 1 | 2 | i | 1 | 1 | 1 | -23 | 3 | i |
| CCN1C(=O)/C(=C\c2cccs2)C(C(=O)OC)=C1C | -1 | -6 | i | 0 | -4 | -5 | -2 | -3 | i |
| COc1ccc2[nH]c(C(=O)N3CCN(C)CC3)c(C)c2c1 | 14 | 2 | i | 4 | -1 | -2 | -13 | 0 | i |
| CCOC(=O)c1ccc(COC(=O)c2cc(=O)[nH]c3ccccc23)o1 | -16 | -1 | i | 4 | -3 | 1 | -3 | 0 | i |
| CNC(=S)NNC(=O)COc1ccccc1C | 8 | -4 | i | -1 | -1 | -7 | -8 | -1 | i |
| CCc1ccc(CCC(=O)Nc2ccc(OC)cc2)o1 | 9 | -2 | i | 0 | -9 | -2 | -8 | 0 | i |
| CC[C@]12c3[nH]c4cc(-c5ccco5)ccc4c3CCN1C(=O)[C@@H](CC(=O)NCCN1CCOCC1)C[C@@H]2C(=O)N1CCN(C(=O)c2ccco2)CC1 | -1 | 0 | i | -3 | -6 | -2 | -3 | -1 | . |
| O=C(O)c1c(Cl)cccc1Cl | -6 | 4 | i | 4 | 3 | -2 | 5 | -1 | i |
| CCCCn1nnnc1C(c1cc2ccccc2o1)N1CCCN(C(=O)OC(C)(C)C)CC1 (stereo not given) | 6 | . | . | -2 | -3 | 19 | . | -22 | i |
| Cc1ccc(N2C(=O)N(c3ccc(C)cc3)C3CS(=O)(=O)CC32)cc1 (stereo not given) | -8 | 1 | i | 7 | -8 | -2 | 9 | 0 | i |
| COc1ccc(C(=O)N[C@H](C(=O)Nc2sccc2C(N)=O)C(C)C)cc1 | -5 | 3 | i | -1 | 1 | -3 | 7 | 4 | i |
| COc1ccc(S(=O)(=O)N2CCN(Cc3ccc4c(c3)OCO4)CC2)cc1 | -5 | 2 | i | -3 | 0 | 8 | -4 | 5 | i |
| O=C(Nc1cccc(Br)c1)c1ccc2c(c1)SC1=NS(=O)(=O)CCN12 | -13 | -6 | i | -4 | 2 | 3 | 6 | 12 | i |
| COc1cc(S(=O)(=O)N(Cc2cccc(OC)c2OC)CC2CCCO2)ccc1-n1cnnn1 (stereo not given) | -3 | -2 | i | -3 | -6 | 3 | 10 | -2 | i |
| Cc1cccc(OCc2nnc(SCC(=O)Nc3nccs3)o2)c1 | -29 | 2 | i | 6 | -2 | -4 | 7 | 5 | i |

Overlap with the part before: 2 compounds, then new ones.
| structure | SKN-1 inh | Rin1 Abl inh | Rpn11 block | CSN deneddyl inh | NadD block | FAS-TE inh | MLLE-PAM2 inh | MT1-MMP act inh | Neddyl block |
| --- | --- | --- | --- | --- | --- | --- | --- | --- | --- |
| COc1cc(S(=O)(=O)N(Cc2cccc(OC)c2OC)CC2CCCO2)ccc1-n1cnnn1 (stereo not given) | -3 | -2 | i | -3 | -6 | 3 | 10 | -2 | i |
| Cc1cccc(OCc2nnc(SCC(=O)Nc3nccs3)o2)c1 | -29 | 2 | i | 6 | -2 | -4 | 7 | 5 | i |
| COc1ccc(CNC(=O)CN(C(=O)c2snc(C(N)=O)c2N)c2cccc(F)c2)cc1 | 0 | 3 | i | -2 | 6 | -1 | 1 | 3 | i |
| O=C1/C(=C/c2ccncc2)SC(=S)N1C1CCCCC1 | 13 | 0 | i | 5 | 4 | -3 | 18 | 1 | i |
| Cc1ccc(C(=O)N/C(=C\c2ccco2)C(=O)NCc2cccnc2)cc1 | 0 | -2 | i | 0 | 1 | -4 | 13 | -2 | i |
| O=C1CCC(C(=O)Nc2ccccc2N2CCOCC2)=NN1 | 1 | -3 | i | -1 | -1 | -3 | 10 | 0 | i |
| CCOC(=O)C1=CN(Cc2cccc(-c3ccc(Cl)nc3)c2)S(=O)(=O)N(C)C1C (stereo not given) | 9 | -3 | i | 1 | -7 | 22 | -8 | -1 | i |
| CCC1CCCCN1C(=O)c1cc2cc(Br)ccc2oc1=O (stereo not given) | -5 | -2 | i | -1 | -1 | 2 | 5 | 2 | i |
| O=C(NC(=S)Nc1cc([N+](=O)[O-])ccc1O)C1CC1 | -2 | 1 | i | -1 | -4 | -7 | 23 | -1 | i |
| CC(C)C[C@H]1CN=C(Nc2ccccc2)N1CCCCc1ccccc1 | 0 | 0 | i | -5 | -2 | -45 | 1 | 2 | i |
| COC(=O)[C@@]1(C)[C@H]2C(=O)N(C)C(=O)[C@H]2[C@H]2CN=C(SCc3ccccc3)N21 | 5 | -2 | i | -2 | 4 | -9 | 4 | 3 | i |
| Cc1cccc(N=C2NC(=O)/C(=C\c3cccs3)S2)c1 | 0 | -2 | + | 3 | 3 | 4 | -19 | 1 | i |
| CC[C@]12c3[nH]c4ccc(OC)cc4c3CCN1C(=O)C(CC(=O)NCCCOC)C[C@@H]2C(=O)N1CCN(C(=O)C2CC2)CC1 (stereo not given in full) | -1 | 0 | i | -2 | 3 | -11 | 0 | 4 | i |
| O=C(COC(=O)C1CCN(c2ccc(C(F)(F)F)cn2)CC1)NCCc1ccccc1 | -2 | 4 | i | 3 | -2 | 28 | 9 | 1 | i |
| CC(=O)Nc1cccc(-c2ccnc3c2CC(C)(C(=O)NCc2cccs2)O3)c1 (stereo not given) | -4 | 0 | i | 0 | -2 | -4 | 2 | 12 | i |
| Cc1nc2cc(N=NC3=C(O)CCCC3=O)ccc2s1 | 4 | -6 | i | 0 | 8 | -8 | 12 | 1 | i |
| Cc1nc(-c2nnc(SCC(=O)Nc3cc(Cl)cc(Cl)c3)n2C)cs1 | 15 | 0 | i | 0 | -1 | 0 | 5 | 3 | i |
| O=C(NCCc1ccccc1)C(=O)N/N=C/c1ccccc1C(F)(F)F | 5 | 2 | i | -2 | 4 | -2 | 10 | -2 | i |
| CCOC(=O)CSc1nc2sc3c(c2c(=O)n1-c1ccccc1)CCN(C)C3 | 0 | -2 | i | 8 | -1 | -2 | -7 | -6 | i |
| COc1ccc(S(=O)(=O)Nc2c(C(=O)O)[nH]c3ccc(OC)cc23)c(OC)c1 | 2 | -4 | i | 2 | -6 | -4 | 28 | -3 | i |
| COc1ccc(C(=O)Nc2ccc(C(=O)NCCc3ccccc3)cc2)cc1 | 2 | 2 | i | 7 | 5 | -3 | 7 | 6 | i |
| CCN(CC)C(=O)c1ccc(CS(=O)(=O)c2ccc(OC)cc2)o1 | -2 | 2 | i | -3 | 3 | -4 | -2 | -3 | i |
| CC(C)c1ccc(NC(=O)c2cccc(NC3=NC4CS(=O)(=O)CC4S3)c2)cc1 (stereo not given) | 7 | 2 | i | -1 | 4 | -4 | -101 | 1 | i |
| CCC(=O)N1CCN(c2ccccc2NC(=O)c2ccc(OC)c(Cl)c2)CC1 | -4 | 1 | i | 2 | -4 | -2 | -11 | 0 | i |
| O=C(COC(=O)/C=C/c1nc2ccccc2s1)Nc1cccc(Cl)c1Cl | -2 | 1 | i | 0 | 6 | -12 | 4 | 7 | i |
| CCn1c(N2CCN(S(=O)(=O)c3ccc(OC)cc3)CC2)nc2ccccc21 | 12 | 2 | i | -3 | -2 | 10 | 6 | 6 | i |
| N#Cc1nc(-c2cccs2)oc1N1CCOCC1 | 21 | -5 | i | -2 | 1 | -1 | 2 | -3 | . |
| CSc1ccc(NS(=O)(=O)c2ccc(-n3cnnn3)cc2)cc1 | -11 | -1 | i | -2 | 0 | 23 | -9 | 3 | i |
| CCc1cc(-c2nnn(CCC3COCCO3)c2CC)ccc1-c1cn(CCc2c[nH]c3ccccc23)nn1 (stereo not given) | 15 | -5 | i | 4 | 3 | 20 | 0 | -3 | i |
| Cc1occc1-c1nnc(SCC(=O)NC2(C#N)CCCC2)n1C | 3 | 2 | i | 1 | 2 | -8 | 5 | 1 | i |
| CCN(CC)c1ccc(C(=O)N/N=C(\C)c2cccc(OC)c2)cc1 | 4 | -2 | i | 0 | 0 | 4 | 4 | 7 | i |
| Cc1ccc2nc(Cl)c3nnnn3c2c1 | -3 | 1 | i | 4 | 4 | 27 | 1 | -20 | i |
| Cc1c(NC(=O)c2cc(CC(C)C)on2)c(=O)n(-c2ccccc2)n1C | 5 | -1 | i | 5 | -4 | -5 | 2 | -1 | i |
| Cc1cccc(NC(=O)CCNS(=O)(=O)c2cccc3nsnc23)c1C | 1 | 3 | i | 1 | -6 | 1 | 13 | 0 | i |
| Cn1nc(Cc2n[nH]c(=S)n2C)c2ccccc2c1=O | -10 | 1 | i | 0 | -2 | -7 | -22 | 1 | i |
| CC1=Nc2nc(N3CCCCCC3)c(C#N)c3c4c(nc(c23)N1)N(c1ccc2ccccc2c1)C(=O)C4 | -2 | -2 | i | 8 | 55* | 12 | -6 | -3 | i |
| CCCCNS(=O)(=O)c1ccc(NS(=O)(=O)c2c(C)cc(C)cc2C)cc1 | -11 | -2 | i | -5 | -13 | 14 | -15 | 0 | i |
| Cc1ccnc(SCC(=O)NC2CC2)n1 | 19 | 1 | i | 0 | -4 | -3 | 10 | 2 | i |
| NS(=O)(=O)c1ccc(Nc2nc(-c3ccc(F)cc3)cs2)cc1 | 9 | -3 | i | -4 | -5 | 23 | 3 | 2 | i |
| Cc1ccc(C(=O)COC(=O)c2cc(=O)[nH]c3ccccc23)cc1 | 7 | 1 | i | 0 | -6 | -9 | -9 | 2 | i |
| C=CCC(NCCCO)c1cccc(OC)c1OC (stereo not given) | 28 | -4 | i | 7 | -3 | -7 | 10 | 3 | i |
| COc1ccc(NS(=O)(=O)c2cccc(C(=O)NC3CCN(Cc4ccccc4)CC3)c2)cc1 | -1 | -1 | i | 3 | -2 | -2 | -3 | 0 | i |
| C/C=C(/C)C(=O)Nc1cccc(C2=NOC3(C2)C[C@@H](C(N)=O)N(C(=O)CCCCC)C3)c1 (stereo not given in full) | -3 | 2 | i | -1 | -3 | -10 | 8 | 4 | i |
| Cc1cc(S(N)(=O)=O)c(N)c(S(N)(=O)=O)c1 | 7 | -1 | i | 1 | -7 | -7 | -7 | -2 | i |
| Cc1ccc(N(CC(=O)NCc2ccco2)C(=O)CCC(=O)Nc2ccccn2)c(C)c1 | 12 | -1 | i | -5 | 0 | -2 | -4 | -1 | i |
| CC1(C)CC(=NOC(=O)c2ccccc2)CC(C)(C)N1 | -12 | 0 | i | 3 | -3 | -12 | -6 | 0 | i |
| NC(=O)C1CCN(CC(O)CSc2ccccc2)CC1 (stereo not given) | -6 | 3 | i | 0 | -2 | -6 | 5 | 1 | i |
| Cn1cc(CCCC(=O)NCc2ccccc2)c2ccccc21 | 4 | -1 | i | 5 | -4 | 0 | 3 | -1 | i |
| COc1ccc(C)cc1NC(=O)Nc1ccc(C(=O)N2CCCC2)cc1 | 12 | 2 | i | -1 | 3 | 4 | 5 | 1 | i |
| Cc1ccc(Nc2nc(N)nc(CSc3nc(C)cc(C)n3)n2)cc1 | 10 | 1 | i | 4 | -1 | 1 | 7 | 1 | i |
| CC(=O)N(C1=C(Cl)C(=O)c2ccccc2C1=O)C1CCCCC1 | 4 | 2 | i | 2 | 14 | 80* | 26 | -181 | i |
| O=S(=O)(c1ccc(Cl)c(NC(=S)Nc2cccc(O)c2)c1)N1CCOCC1 | 2 | 4 | i | -8 | 2 | -6 | 21 | . | i |
| Cc1cc(N=Cc2c(O)ccc3cc(Br)ccc23)no1 | 5 | -1 | i | -1 | -2 | -7 | 36 | -1 | i |

Compounds as they come. About 3.9% of those tested had a hit in this group.
